EBV gp42 block: Epstein-Barr virus gp42 inhibitors, primary screen, biochemical, uHTS, fluorescence polarization. Glycoprotein 42 (Epstein-Barr virus (strain AG876)), Q1HVG2. Fluorescence polarization binding assay, mP read-out. inhibition, % (tested at 21.74 µM). 220,000 tested, 0.42% active; in the data active = inhibition above about 50%
Mdm2 ligase inh: MDM2-luciferase reporter signal enhancers, primary screen, MDM2 E3 ligase inhibitor project, cell-based, luminescence, 1536-well; cell-based MDM2 ubiquitination luciferase reporter, 2 h; 0 = plate control, 100 = twice control, blank-subtracted; signal enhancement, % at 5 µM; 210,000 tested, 0.11% active; AID 1230, 2008;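 active = signal enhancement of 30% or more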;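 also: luminescence tracks abundance of the self-degrading MDM2-luciferase fusion protein; higher signal means inhibition of MDM2 E3 ligase activity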
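Timing – 2 h compound exposure at 37 °C · Assay system – mammalian cells stably expressing self-ubiquitinating, self-degrading MDM2 E3–luciferase fusion · Amount – 2000 cells seeded into each well · Measure – % luminescence enhancement versus blank-corrected plate control mean · Measured by – SteadyLite luminescence, 15 min reagent step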
PERK inhibitor: block of dimerizer-induced PERK translation repression, primary screen, PERK inhibitor project, CHO PERK-DD cells, SEAP luminescence, HTS. Eukaryotic translation initiation factor 2-alpha kinase 3 (Homo sapiens), Q9NZJ5. CHO PERK-DD fusion, SEAP luminescence translation reporter. inhibition, % at 5.6 µM. 220,000 tested, 0.17% active. AID 1416, 2008;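 active = inhibition above the mean inhibition of all tested compounds plus 3 SD, set separately per screening campaign, cut at about 2.9% in these data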;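 also: PERK kinase domain activated by AP20187 dimerizer at 100 nM; 0% = DMSO with dimerizer and 100% = rapamycin at 8.4 µM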
Rad51 HR inh: human RAD51 strand exchange inhibitors, primary screen, biochemical, fluorescence. inhibition, % at 10 µM. AID 1385, 2008. 200,000 tested, 0.085% active. DNA repair protein RAD51 homolog 1 (Homo sapiens), Q06609. hRad51 DNA strand exchange, fluorescence dequenching;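 active = inhibition above 40% at the single screening dose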;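 also: 0% = DMSO control wells and 100% = blanks with heterologous ssDNA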
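Read-out basis: percent inhibition relative to plate controls and blanks / Assay system: human Rad51 nucleoprotein filaments preassembled on unlabelled ssDNA / Timing: filaments 15 min 37 °C, then compound 30 min / Control set: per-plate controls and blanks / Technique: fluorescence dequenching at 485/520 nm / Compound: 10 µM final, single point / Also added: Fluorescein- and BHQ1-tagged 47-mer duplex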
TNF death inh: inhibitors of TNF-alpha triggered necroptosis, primary screen, cell-based, Jurkat FADD-/-, single concentration; activation (protection from cell death), % at 10 µM; 220,000 tested, 0.068% active; Jurkat FADD-/- TNF necroptosis rescue, ATP luminescence, 24 h; 0 = TNF only, 100 = no-TNF cells;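 active = activation, meaning protection from cell death, of at least 50% relative to plate controls; inactive = activation below 50%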;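 also: necroptosis triggered by 40 ng/mL TNF-alpha added together with compound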
Cl transport mod: KCC2 cotransporter modulators, thallium flux, primary screen, cell-based, HEK293 KCC2, FluoZin-2 fluorescence, MLSMR | AID 1456, 2008 | KCC2 cells, thallium flux FluoZin-2 fluorescence | B-score of Tl+ flux slope (higher = more flux/activation; lower = inhibition) at 10 µM | 190,000 tested, 2.2% active | Solute carrier family 12 member 5 (Homo sapiens), Q9H2X9;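 active = thallium flux slope and its plate-corrected score both differing from the plate sample mean at a set confidence after two filtering rounds, in either direction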;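 also: slope of fluorescence scaled to starting intensity during 10 to 20 s after thallium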
eIF4E-4G inh: eIF4E–eIF4G protein interaction inhibitors, primary screen, biochemical, uHTS, TR-FRET, eIF4GI fragment | Eukaryotic translation initiation factor 4E (Mus musculus) + Eukaryotic translation … | TR-FRET eIF4E-eIF4GI(517-606) binding, 2 h | inhibition, % at 21.7 µM | 220,000 tested, 0.37% active;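 active = inhibition above about 30%, limit read from the data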;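 also: 0% = full FRET control wells and 100% = background wells lacking eIF4GI fragment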
Target sequence (P63073 whole entry, looked up, the tested form may be a part): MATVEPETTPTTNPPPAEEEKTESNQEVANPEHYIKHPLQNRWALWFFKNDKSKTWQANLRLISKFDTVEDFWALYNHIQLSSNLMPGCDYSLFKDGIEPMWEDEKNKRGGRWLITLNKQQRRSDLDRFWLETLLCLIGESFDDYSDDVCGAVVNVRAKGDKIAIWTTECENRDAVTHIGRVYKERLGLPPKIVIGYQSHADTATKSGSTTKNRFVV
Target sequence (Q04637 whole entry, looked up, the tested form may be a part): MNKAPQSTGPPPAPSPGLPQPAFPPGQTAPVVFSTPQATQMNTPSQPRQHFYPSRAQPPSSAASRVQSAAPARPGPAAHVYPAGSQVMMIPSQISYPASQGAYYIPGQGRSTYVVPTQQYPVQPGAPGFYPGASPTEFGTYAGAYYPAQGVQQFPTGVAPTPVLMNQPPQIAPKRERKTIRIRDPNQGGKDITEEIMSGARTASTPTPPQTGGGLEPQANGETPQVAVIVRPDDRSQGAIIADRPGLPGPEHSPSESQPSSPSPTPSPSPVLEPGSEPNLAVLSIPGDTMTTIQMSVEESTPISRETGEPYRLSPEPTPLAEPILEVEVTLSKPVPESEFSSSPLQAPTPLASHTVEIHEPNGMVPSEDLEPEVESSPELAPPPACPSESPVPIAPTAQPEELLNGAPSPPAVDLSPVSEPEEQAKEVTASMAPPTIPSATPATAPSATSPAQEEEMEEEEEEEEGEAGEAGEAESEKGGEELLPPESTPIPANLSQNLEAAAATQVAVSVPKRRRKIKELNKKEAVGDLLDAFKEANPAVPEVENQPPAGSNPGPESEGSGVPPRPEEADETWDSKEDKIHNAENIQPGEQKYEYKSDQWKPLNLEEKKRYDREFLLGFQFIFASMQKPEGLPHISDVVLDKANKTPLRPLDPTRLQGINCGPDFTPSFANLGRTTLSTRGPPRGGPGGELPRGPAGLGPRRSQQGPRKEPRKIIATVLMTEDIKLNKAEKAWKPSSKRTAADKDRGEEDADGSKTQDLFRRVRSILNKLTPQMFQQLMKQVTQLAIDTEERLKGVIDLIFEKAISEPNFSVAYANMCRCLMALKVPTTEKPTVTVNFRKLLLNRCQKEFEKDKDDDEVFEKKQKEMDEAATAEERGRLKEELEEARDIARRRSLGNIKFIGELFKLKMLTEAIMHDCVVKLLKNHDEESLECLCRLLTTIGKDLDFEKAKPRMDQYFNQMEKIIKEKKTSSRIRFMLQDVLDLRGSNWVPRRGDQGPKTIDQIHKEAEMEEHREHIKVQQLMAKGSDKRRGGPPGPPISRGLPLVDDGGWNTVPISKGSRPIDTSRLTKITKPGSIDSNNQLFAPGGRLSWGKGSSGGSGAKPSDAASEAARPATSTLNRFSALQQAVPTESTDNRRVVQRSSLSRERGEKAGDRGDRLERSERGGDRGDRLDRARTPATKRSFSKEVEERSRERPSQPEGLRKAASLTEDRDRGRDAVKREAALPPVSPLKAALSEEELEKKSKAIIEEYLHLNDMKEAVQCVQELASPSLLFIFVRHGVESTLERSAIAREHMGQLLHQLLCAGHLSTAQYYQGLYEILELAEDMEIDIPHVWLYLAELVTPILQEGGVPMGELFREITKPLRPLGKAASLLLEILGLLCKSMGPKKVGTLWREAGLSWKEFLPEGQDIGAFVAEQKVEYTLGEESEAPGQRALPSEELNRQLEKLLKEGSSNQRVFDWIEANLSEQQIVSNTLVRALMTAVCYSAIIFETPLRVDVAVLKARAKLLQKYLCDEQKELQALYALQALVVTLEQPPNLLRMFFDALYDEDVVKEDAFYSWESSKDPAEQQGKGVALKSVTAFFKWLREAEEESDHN
Calpain2 inh: inhibitors of pig calpain II, primary screen, biochemical, fluorogenic peptide substrate, 1536-well. purified calpain II, 30 min. inhibition, % at 16 µM. 220,000 tested, 0.37% active;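 active = inhibition above about 50%, limit read from the data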
zVAD death inh: inhibitors of zVAD-triggered necroptosis, primary screen, L929 cells; AID 1377, 2008; viability rescue, % at 10 µM; L929 zVAD necroptosis rescue, ATP luminescence, 24 h; with zVAD 60 µM; 220,000 tested, 0.38% active;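 active = activation, scaled between plate controls, above about 75%, limit read from the data; inactive = activation under that limit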;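 also: 0% = zVAD with DMSO and 100% = DMSO alone without zVAD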
The depositor's hits bear a star; i = inactive; · = not tested or not shown; [ ] = remark or other dose.

SMILES	EBV gp42 block	Mdm2 ligase inh	PERK inhibitor	Rad51 HR inh	TNF death inh	Cl transport mod	eIF4E-4G inh	Calpain2 inh	zVAD death inh
CC1CCCN(CCCOc2ccc(Cl)cc2Br)C1 (configuration not stated)	-1	-11	-0.6	20	2.9	-0.26	3	7	·
O=C(NCC(=O)N(Cc1ccco1)C(C(=O)NC1CCCCC1)c1cccnc1)c1ccco1 (configuration not stated)	-21	-5	0.6	-2	-0.6	·	1	10	-0.2
CCOC(=O)N1CCN(C(=O)/C(=C/c2ccc(Br)cc2)NC(=O)c2ccc(OC)cc2)CC1	30	-21	-0.6	-7	0.9	i	2	-15	0.8
Cc1ccc(C(CCN(Cc2ccccc2)C(=O)c2ccco2)c2ccco2)cc1 (configuration not stated)	-31	2	-0.8	-1	1.6	-0.42	2	-2	-0.9
CCOC(=O)C(Cc1ccc(NC(=O)/C(=C/c2ccc(OC(C)=O)cc2)NC(C)=O)cc1)N1C(=O)c2ccccc2C1=O (configuration not stated)	5	-6	0.9	-1	-11	·	-3	-13	0.7
Cc1cccc(NC(=S)NNC(=O)c2csc(C)c2)c1	-20	-1	2.1	·	1.5	4.5*	-1	-16	0.5
CC1(C)Cc2c(c(-c3ccccc3)[nH]c(=O)c2C#N)CS1	-1	3	0.7	-6	-0.1	·	4	-13	1.0
COCCn1c(SCc2cnc(-c3ccccc3)s2)nnc1-c1ccncc1	-13	-4	-0.3	-4	-4.1	-2.2	-13	1	0.0
CN(C(=O)C(Cl)Cl)c1ccc(OC(=O)c2ccco2)cc1	2	·	0.1	2	2.4	-0.21	-3	26	1.0
O=[N+]([O-])c1ccc(N2CCOCC2)cc1NCCCO	0	-5	0.9	17	0.2	0.12	-2	-10	7.9
Cc1onc(-c2c(Cl)cccc2Cl)c1C(=O)c1c[nH]c(C(=O)NC2CC2)c1	-9	-5	0.7	-4	-4.0	·	-14	28	1.7
CSC1=NC2(CCCCC2)CC12C=CC(=O)C=C2	-12	-13	2.4	·	-3.4	-0.8	2	24	-1.2
Cc1ccc2nc3c(cc2c1)c(NC(=O)C1CCCO1)nn3CC(C)C (configuration not stated)	1	-8	-2.0	-2	-1.3	-0.0019	-6	i	0.2
Cc1cccc(C)c1OCCNC(=O)OCc1ccccc1	2	-17	-0.1	6	0.7	-1.8	-4	15	-0.8
Cc1ccccc1N1C(=O)c2cccc3c(N(C)CCO)ccc(c23)C1=O	126*	-3	-0.1	-6	0.0	·	-5	-66	0.5
CC(C)NC(=O)C1CCCN(S(=O)(=O)c2ccc(-n3cnnn3)cc2)C1 (configuration not stated)	11	-8	0.5	-2	-0.2	0.64	-2[fluorescence artefact?]	-6	0.5
Cc1cc(NC(=O)c2cc3cccc([N+](=O)[O-])c3[nH]2)ccc1F	-11	-10	-0.7	4	-1.5	0.4	-7	-29	5.3
CCc1ccc(/C=C/C(=O)c2c(C)cc(C)[nH]c2=O)cc1	-5	2	-0.1	12	-17	·	3	-18	1.9
COc1cc2nc(N(C)CCCNC(=O)C3CCCO3)nc(N)c2cc1OC (configuration not stated)	-16	·	0.1	-2	·	-0.31	1	-189	·
CCCCn1c(=O)[nH]c(=O)c2c1nc(COC(=O)c1c(C)noc1C)n2CCC	-10	-13	-1.1	2	-3.2	-1.6	-10	-22	-0.5
O=C(CNC(=O)c1ccccc1)NCC1COc2ccccc2O1 (configuration not stated)	-21	-37	0.6	-3	1.1	-2.1	0[fluorescence artefact?]	-4	0.2
O=c1[nH]nc(SCc2ccccc2)c(=O)[nH]1	-17	-1	0.3	-7	1.5	-1.9	9	-8	0.5
O=C1CC(c2cccc(Br)c2)C2=C(CCCC2=O)N1 (configuration not stated)	-11	-10	0.9	·	-4.1	0.85	·	-185	-0.3
O=C(COC(=O)c1ccc(Cl)s1)c1cc2ccccc2o1	-17	·	0.6	-13	1.0	0.59	-15	-24	0.2
CC(NC(=O)c1cc2ccccc2o1)c1cccs1 (configuration not stated)	-9	-3	-0.6	-9	-1.0	-0.77	6	-41	0.1
The list goes on.
SMILES	EBV gp42 block	Mdm2 ligase inh	PERK inhibitor	Rad51 HR inh	TNF death inh	Cl transport mod	eIF4E-4G inh	Calpain2 inh	zVAD death inh
Nc1ccccc1SC(C[N+](=O)[O-])c1ccccc1 (configuration not stated)	-35	-4	-0.3	15	-16	1.4	-3	2	-0.9
Cc1csc(NC(=O)C2COc3ccccc3O2)n1 (configuration not stated)	-16	-76	0.2	4	3.4	·	0	-29	0.2
Cc1cc(C(=O)COC(=O)c2cccn2C)c(C)n1Cc1ccco1	4	-52	-0.3	-9	-3.8	-0.41	-2	-43	1.4
CC(=O)NC1C(=O)N=C(SCC(=O)NCc2ccccc2)NC1=O (configuration not stated)	-14	-11	1.7	-4	0.0	1.9	-1[fluorescence artefact?]	-12	0.5
N#CCCn1nnc(-c2ccccc2F)n1	-12	-11	1.0	-2	-0.9	0.26	-7[fluorescence artefact?]	0	0.2
COc1cccc(C2=CC(c3cccc(OC)c3OC)n3nnnc3N2)c1 (configuration not stated)	3	7	-0.7	-2	-12	0.94	7	23	0.9
O=C(O)CC(SCC(=O)Nc1ccc(Br)cc1)C(=O)O (configuration not stated)	5	-7	0.6	5	-0.9	0.84	1	-31	-0.1
Cc1ccc(/C=N/NC(=O)CNC(=O)c2cccs2)o1	-10	-6	2.5	18	0.8	0.00094	0	9	2.1
CC(=O)Oc1ccc(C(=O)NCCc2ccccc2)cc1	-1	-30	0.1	·	-0.4	-0.24	0	26	1.6
COc1ccc(COc2cc(-c3cccc(OC)c3)nc3ccc(NC(=O)c4ccc(C)cc4)cc23)cc1	-8	·	-1.0	-3	-0.7	0.12	0	-123	39
CCCN1C(=O)CC(C(=O)OC)=C1C	-3	-18	-0.1	-2	0.8	0.6	8	7	0.1
Cc1ccn2c(C(=O)N/N=C\c3cccs3)c(C)nc2c1	1	-6	-0.2	-4	-1.7	·	0[fluorescence artefact?]	-1	-0.1
Cn1c(=O)[nH]c(=O)c2c1nc(CN1CCN(c3ccc(F)cc3)CC1)n2CCc1ccccc1	-6	-4	-0.8	-1	1.4	·	5	-43	0.2
O=C1c2ccccc2C(=O)N1n1cccc1	-12	3	1.3	-17	1.0	1.3	14	6	0.6
COc1ccc(C/C(O)=C(\C#N)c2nc3ccccc3s2)cc1	-7	-9	1.2	-2	-2.2	-1.1	7[fluorescence artefact?]	-47	1.0
O=C(CN1CCN(Cc2ccccc2Cl)C1=O)NCC1CCCO1 (configuration not stated)	-4	0	·	-6	0.5	-0.81	0[fluorescence artefact?]	-28	0.7
COc1ccc(-n2cccc2/C=C2\C(=N)N3N=C(c4ccco4)SC3=NC2=O)cc1	76*	-2	0.5	-21	-0.6	1.5	46*	-49	0.2
Cc1cccc(-n2c(-c3csc4ccccc34)n[nH]c2=S)c1	3	-2	0.7	5	0.7	17*	0	8	0.1
COc1ccc(C)cc1N(C(=O)c1ccc(F)cc1)c1nc2ccccc2s1	-17	-27	-0.8	0	1.7	0.082	3	34	-0.2
CCOc1cc(NC(=S)N2CCC(C(N)=O)CC2)c(C(=O)OC)cc1OCC	-7	-13	0.7	-8	-0.2	0.01	-4	-22	0.0
COc1ccccc1N(C(=O)CN1C(=O)c2ccccc2S1(=O)=O)C(C(=O)NCC1CCCO1)c1ccc(F)cc1 (configuration not stated)	1	-12	-0.9	·	-0.4	-0.77	-3	14	·
COc1ccc(C(=O)Nc2cccc(C(C)=O)c2)cc1OC	0	-6	0.0	5	-2.9	0.89	6	22	7.1
C#CCOCCOCCOCCNc1nc(N2CCN(C(=O)[C@H](Cc3ccc(O)cc3)n3cc([C@@H](N)C(C)CC)nn3)CC2)nc(N2CCN(C(=O)[C@H](CCCCN)n3cc([C@@H](N)CC(C)C)nn3)CC2)n1 (some centres not stated)	18	·	1.4	·	1.6	1.1	-1	3	0.0
Cc1nn(CC(=O)O)c2ccccc12	-10	-7	0.4	7	-1.2	6.6*	0	27	-0.1
O=C(COC(=O)c1ccc(S(=O)(=O)NCc2ccco2)cc1)Nc1ccc(Cl)cn1	-12	-2	0.4	-4	0.7	-0.52	11	-15	0.5

The closing 4 compounds of the part before lead into the next:
SMILES	EBV gp42 block	Mdm2 ligase inh	PERK inhibitor	Rad51 HR inh	TNF death inh	Cl transport mod	eIF4E-4G inh	Calpain2 inh	zVAD death inh
COc1ccc(C(=O)Nc2cccc(C(C)=O)c2)cc1OC	0	-6	0.0	5	-2.9	0.89	6	22	7.1
C#CCOCCOCCOCCNc1nc(N2CCN(C(=O)[C@H](Cc3ccc(O)cc3)n3cc([C@@H](N)C(C)CC)nn3)CC2)nc(N2CCN(C(=O)[C@H](CCCCN)n3cc([C@@H](N)CC(C)C)nn3)CC2)n1 (some centres not stated)	18	·	1.4	·	1.6	1.1	-1	3	0.0
Cc1nn(CC(=O)O)c2ccccc12	-10	-7	0.4	7	-1.2	6.6*	0	27	-0.1
O=C(COC(=O)c1ccc(S(=O)(=O)NCc2ccco2)cc1)Nc1ccc(Cl)cn1	-12	-2	0.4	-4	0.7	-0.52	11	-15	0.5
COc1ccc(C(=O)N/C(=C\c2cn(C)c3ccccc23)C(=O)OCC(C)C)cc1	-12	-5	0.4	-3	-1.9	-0.15	3	-15	0.2
COCCNc1nc(-c2cc(-c3ccccc3)on2)cc(C(C)C)n1	-12	9	·	-5	0.9	0.056	0	-14	-0.6
CCN(CCNC(=O)Cn1cc2c(n1)CCCC2)c1ccccc1	4	-12	1.3	-6	0.8	-1.7	-1	7	-0.8
Cc1cccc(C)c1OCc1nnc(SCC(=O)Nc2cccc(C(=O)N3CCOCC3)c2)n1C	-7	-15	0.0	·	1.7	-1.9	28	20	1.5
CCN(C1CCCCC1)S(=O)(=O)c1ccc(S(=O)(=O)NCCc2ccncc2)cc1	-15	-10	0.0	0	2.3	-1.9	-7	-33	1.8
Cc1ccc(C2=NN(C(=O)c3cccs3)C(c3ccccc3O)C2)cc1 (configuration not stated)	-24	0	-0.1	·	-2.2	0.019	3	-26	2.7
O=C(CCc1ccc(S(=O)(=O)NC2CCCCC2)cc1)N(Cc1ccccc1)Cc1ccccc1	-7	-6	0.0	1	-8.3	-1.1	1	14	-0.3
Cc1cc(N(C)C)c(C#N)c(=O)[nH]1	-10	-15	2.1	2	0.6	0.88	7[fluorescence artefact?]	-15	0.8
Cc1ccc(CC(=O)NC(C)CCc2ccccc2)cc1 (configuration not stated)	-17	0	0.7	6	1.5	-2.6	3[fluorescence artefact?]	2	-0.1

Screens deposited in PubChem BioAssay by several laboratories.
